From PubChem
MEKK2mut PB1 HTS – signal of MEK5 binding to mutant human MEKK2 PB1 domain; bead flow cytometry, Alexa488-MEK5 binding to MEKK2 mutant; percent response, % at 10 µM; actives 0.35% (n = 290,000); in the data active = percent response above about 24%, passing the limit was not always enough; note: inactives centre near 1; some results filed as inactive read as strong as hits; reference of the scale not given here
MEKK2 WT-MEK5 – raises or lowers MEK5 binding to wildtype human MEKK2 PB1 domain. Q9Y2U5. bead flow cytometry, Alexa488-MEK5 binding to MEKK2 WT; actives lie on both sides. binding response (% of control), % at 10 µM. actives 1.1% (n = 290,000). AID 1531; in the data active = binding response below about 67% or above about 130%
UBC9 SUMO inh – blocks human SUMOylation mediated by UBC9; actives 0.36% (n = 290,000); P63279; HTRF SUMOylation assay, SAE1/SAE2 + UBC9, in vitro; AID 2006; inhibition, % at 35 µM; in the data active = inhibition above about 50%, passing the limit was not always enough; note: strong numbers were not always called active
Target sequence (P63279 whole entry, looked up): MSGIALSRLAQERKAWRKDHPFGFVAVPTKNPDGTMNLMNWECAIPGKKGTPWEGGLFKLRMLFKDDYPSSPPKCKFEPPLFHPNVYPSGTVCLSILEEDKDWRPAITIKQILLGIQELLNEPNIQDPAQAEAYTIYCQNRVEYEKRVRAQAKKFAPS
FID counter – displaces DNA intercalator in HCV helicase counter-screen; DNA fluorescent intercalator displacement, fluorescence; inhibition, % at 7.9 µM; actives 0.17% (n = 290,000); AID 1845; in the data active = inhibition above about 37%;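 note: 0% = vehicle and 100% = reference compound; higher means more ethidium bromide displaced from hairpin DNA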
CRFR2-BP antag – antagonists of CRF-binding protein/CRF-R2 receptor complex. HEK293 CRF-R2/CRF-BP, CRF-induced calcium fluorescence. inhibition, % at 11.8 µM. actives 0.59% (n = 350,000);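 active = inhibition of the ligand-induced calcium signal above about 50% at the single tested concentration, limit read from the data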
GalR3 antagonist – blocks the human galanin receptor 3. inhibition, % at 3 µM. O60755. HEK293 GalR3-CNG cAMP membrane potential fluorescence; galR3 body fused to GalR1 C-terminus. actives 0.44% (n = 360,000);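 active = inhibition above the screen-wide average plus 3 SD, cut at about 13% in these data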;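 note: forskolin and galanin both at EC90 stimulate the cells; cAMP rise reported by CNG channel membrane potential dye signal; 0% = forskolin plus galanin with DMSO and 100% = forskolin alone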
MEKK3 PB1 HTS – modulators (inhibitors or enhancers) of MEK5 binding to human MEKK3 PB1 domain; Q99759; bead-based flow cytometry, Alexa488-MEK5 binding to MEKK3; actives lie on both sides; 0 = blocked by unlabeled MEK5, 100 = vehicle; binding response (% of control), % at 10 µM; actives 1.4% (n = 290,000); AID 1529;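 active = binding response more than 3 SD above or below the average of its plate-row segment, actives on both sides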;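 note: Alexa488 bead fluorescence after subtracting the streptavidin-only scavenger bead signal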
Target sequence (Q99759 whole entry, looked up, the tested form may be a part): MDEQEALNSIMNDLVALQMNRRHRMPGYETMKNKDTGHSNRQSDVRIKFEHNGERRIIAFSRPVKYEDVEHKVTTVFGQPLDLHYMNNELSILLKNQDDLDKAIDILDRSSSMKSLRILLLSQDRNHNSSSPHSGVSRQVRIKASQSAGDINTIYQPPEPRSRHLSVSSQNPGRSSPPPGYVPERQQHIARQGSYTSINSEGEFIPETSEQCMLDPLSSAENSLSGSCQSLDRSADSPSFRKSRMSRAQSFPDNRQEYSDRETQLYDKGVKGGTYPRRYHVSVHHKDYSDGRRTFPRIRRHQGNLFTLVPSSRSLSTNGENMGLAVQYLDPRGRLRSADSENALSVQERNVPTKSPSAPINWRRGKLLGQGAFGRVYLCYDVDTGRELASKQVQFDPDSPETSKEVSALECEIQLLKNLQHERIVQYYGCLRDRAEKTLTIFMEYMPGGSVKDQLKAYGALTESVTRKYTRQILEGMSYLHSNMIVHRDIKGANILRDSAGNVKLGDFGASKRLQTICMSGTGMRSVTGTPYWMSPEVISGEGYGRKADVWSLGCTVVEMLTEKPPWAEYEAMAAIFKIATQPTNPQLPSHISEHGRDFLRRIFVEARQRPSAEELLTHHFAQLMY
NS3 helicase inh – blocks Hepatitis C virus NS3 helicase unwinding. NS3 helicase DNA unwinding, Cy5 molecular beacon fluorescence. actives 0.56% (n = 290,000). inhibition, % at 10.9 µM. AID 1800;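 active = inhibition above the mean of all tested compounds plus 3 SD, set per campaign, cut at about 35% in these data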;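 note: 0% = DMSO wells and 100% = thioflavine S control wells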
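Assay system: hepatitis C virus NS3 helicase domain fragment enzyme. Also added: annealed dual-labelled DNA beacon duplex, ATP-started. Timing: 1 h reaction at 25 °C, ATP-initiated. Technique: Cy5 fluorescence at 0 and 60 min, beacon hairpin quenching. Evaluation: % inhibition of unwinding. Replication: one well per compound.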
CRFR2-BP ag – agonists of human CRF-binding protein/CRF-R2 receptor complex; HEK293 CRF-R2/CRF-BP, calcium dye fluorescence (FLIPR); percent of saturating CRF peptide response; activation, % at 13.2 µM; actives 0.46% (n = 350,000);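 active = activation of at least 50%, plus an integration ratio under a set limit after plate pattern correction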;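 note: plate controls were neutral control wells without compound for no effect and CRF at EC100 for full effect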
The depositor's hits bear a star; nt = not tested or not shown. Not all compounds are listed; count on the stated rates, not on these rows.

SMILES	MEKK2mut PB1 HTS	MEKK2 WT-MEK5	UBC9 SUMO inh	FID counter	CRFR2-BP antag	GalR3 antagonist	MEKK3 PB1 HTS	NS3 helicase inh	CRFR2-BP ag
COc1cc(NC(=O)COc2ccc(-n3cnnn3)cc2)c(OC)cc1Cl	-3	98	0	-12	0	-3	100	1	0.3
COC(=O)c1c(NC(=O)Cc2ccccc2)sc2c1CCN(C(C)C)C2	5	103	8	11	-24	nt	102	22	9.0
FC(F)(F)c1ccc(NC2=NCCC2)cc1	2	99	-2	3	0	-3	98	10	-0.9
Cc1nnc(NC(=O)CCN2C(=O)/C(=C\c3ccccc3)SC2=S)s1	-8	97	7	2	4	1	98	9	-0.1
CCN1C(=O)c2cccc3c(S(=O)(=O)N(C(=O)c4cccnc4)c4ccc(OC)cc4)ccc1c23	-2	93	23	-3	-14	-7	100	-1	-1.5
Cc1cc(Cl)ccc1OCC(=O)OCC(=O)Nc1ccc(F)c([N+](=O)[O-])c1	0	103	8	20	26	-4	102	-1	-0.1
NNC(=S)Nc1cccc(Cl)c1	-3	97	13	-6	-17	1	98	5	-0.7
C=CCOC(=O)C(C#N)c1nc2ccccc2nc1N1CCC(C(=O)OCC)CC1 (centres undefined)	5	103	-6	-4	-8	0	108	0	7.4
CCCS(=O)(=O)N1CCCC(C(=O)N2CCOCC2)C1 (centres undefined)	1	104	14	3	1	11	101	-2	-0.8
CCn1cc([N+](=O)[O-])c(C(=O)Nc2ccc(Br)cn2)n1	4	100	9	1	19	-1	99	4	-1.8
O=C(O)c1nn2c(c1Br)NC(c1ccccc1)CC2C(F)(F)F (centres undefined)	nt	nt	4	-3	16	1	nt	8	-0.2
Cc1ccccc1S(=O)(=O)Nc1nc2ccccc2nc1N1CCOCC1	0	96	16	-26	2	0	97	4	-3.1
Cc1nnc2n(-c3ccccc3)c(=O)c3c4c(sc3n12)COC(C(C)C)C4 (centres undefined)	-3	97	9	-8	13	1	97	8	0.5
O=C(COC(=O)c1ccncc1)Nc1ccccc1	-11	90	12	3	10	-1	94	-7	2.2
CC(=O)c1c(C)[nH]c(C(=O)OCC(=O)NCCc2ccc(F)cc2)c1C	-5	102	10	-10	-8	-1	101	7	-0.2
O=[N+]([O-])c1cc(N=Nc2ccc3ccccc3c2)ccc1O	3	99	27	-3	41	8	104	12	-1.8
CCN(CC)S(=O)(=O)c1ccc(N2Cc3ccccc3C2=N)cc1	-8	97	-1	1	2	-5	101	-24	3.2
CCC(=O)NCCc1c[nH]c2ccccc12	-5	90	-8	-8	-5	-3	97	15	-1.9
CC(=O)c1c(C)oc2ccc(O)c(CN3CCOCC3)c12	4	117	9	3	13	-5	118	-7	-2.8
O=C(C1=C(O)C(=O)N(CCCN2CCOCC2)C1c1ccc(Cl)cc1)c1cc2ccccc2o1 (centres undefined)	-2	95	-2	-42	13	-8	98	8	-0.5
Cc1ccc(NC(=O)CCNS(=O)(=O)c2ccc3[nH]c(=O)oc3c2)cc1N(C)C	8	102	6	1	3	-3	103	1	-0.8
CCOC(=O)c1c(C)nc(-c2ccccc2)nc1NC(C)=O	5	98	-1	-6	-10	-2	101	-4	2.8
Cc1ccccc1/C=C/c1cc[n+](C)cc1	-12	88	14	-1	-29	-3	95	-7	1.1
COC(=O)c1sc(NC(=O)COc2ccc(OC)cc2)nc1C	13	102	nt	-3	5	-5	105	4	-0.2
COCCCNC(=S)N/N=C/c1ccc(OC)c(Br)c1	-1	97	6	-16	5	-6	104	-6	-1.1
Cc1nnc(NC(=O)CSC2=NN3CCCC(=O)N=C3S2)s1	-2	101	10	-3	-4	-6	100	-1	0.7
O=C(c1ccc(-c2ccccc2)cc1)N1CCN(c2ccccc2F)CC1	2	102	3	-37	0	-1	102	-3	0.7
CCOC(=O)c1cc(NC(=O)N(C(C)C)C2CCCCC2)c(C)nc1C	11	122	-1	-7	-7	0	107	-2	3.8
Cc1ccc(-c2csc3nc[nH]c(=O)c23)c(C)c1	18	106	6	-7	0	-5	104	2	0.0
CCOC(=O)C1CCCN(C(=O)C2CCN(S(=O)(=O)c3ccc4ccccc4c3)CC2)C1 (centres undefined)	4	106	-2	-50	5	-2	102	-7	0.7
N=c1c(S(=O)(=O)c2ccc(Cl)cc2)cc2c(=O)n3ccccc3nc2n1Cc1ccco1	-5	91	nt	8	19	-4	99	45*	13
Cc1nnsc1Sc1ccccc1C(=O)O	-5	105	12	3	-2	-3	102	-4	0.0
CC(=O)Nc1cccc(-c2nnc(-c3ccccc3)o2)c1	3	111	14	-15	28	-2	110	-1	-4.7
Cc1cc(-c2ccc(C(C)C)c(S(=O)(=O)N3CCN(c4ccccn4)CC3)c2)on1	-6	100	-18	-40	-16	-7	100	-10	1.0
O=C(CN1CCCCCCC1)N/N=C/c1ccc(F)c(F)c1	-1	104	6	7	-1	-3	104	6	-2.7
CCCCN(C)CCOc1ccccc1OCC	2	106	-6	1	5	4	101	7	-0.1
CC1CCCCN1CCNC(=O)c1ccc2c(c1)N(Cc1ccccc1)C(=O)c1ccccc1S2(=O)=O (centres undefined)	9	126	0	24	-8	-11	101	-31	4.6
COc1ccccc1N1CCN(/N=C/C=C\c2ccccc2[N+](=O)[O-])CC1	6	109	-13	-20	16	-6	108	-12	-2.7
COc1ccc2nc(NS(=O)(=O)c3ccc(NC(C)=O)cc3)sc2c1	-5	94	26	-11	22	-6	89	15	-0.7
CCOC(=O)c1cc(C)sc1NC(=S)Nc1ccccc1	5	105	11	-16	-16	-4	103	-4	-0.3
COc1ccc(CN(C)Cc2cc(=O)oc3cc(C)c(C(C)C)cc23)cc1OC	-3	100	-4	-32	2	-9	102	-4	0.8
CC1(C)Nc2ccccc2N(Cc2ccc([N+](=O)[O-])cc2)C1=O	-16	87	14	4	38	3	94	-6	-2.5
Cc1ccc(S(=O)(=O)NN/C(=N/S(=O)(=O)c2ccccc2)c2ccccc2)cc1	3	94	-8	-38	18	-7	104	9	0.8
O=C(CCC(=O)c1ccc(F)cc1)NCc1ccccc1C(F)(F)F	3	101	nt	-22	-20	-7	104	8	0.6
COc1ccc(C(C(=O)NC(C)(C)C)N(CCc2ccccc2)C(=O)CCC(=O)Nc2cc(C)on2)cc1 (centres undefined)	-2	102	-3	-46	-42	-5	101	-5	1.1
Cc1ccc(S(=O)(=O)N(C)C)cc1NC(=S)N1CCc2ccccc21	-1	97	0	-1	1	-2	103	-7	2.1
O=C1COc2ccc(S(=O)(=O)Nc3ccc(OC(F)(F)F)cc3)cc2N1	4	105	8	-11	-3	-1	104	-1	-0.3
Cc1cc(Nc2ccc(F)cc2Cl)n2nc(C)nc2n1	-1	98	-2	-2	17	3	96	-3	-1.1
CN1CCN(C(=O)C2CC(c3ccc(F)cc3)=NO2)CC1 (centres undefined)	-2	98	-13	2	9	2	97	-2	0.6
S=C(NCCCn1ccnc1)Nc1ccc(Cl)cc1Cl	-15	79	17	3	5	2	81	-13	-0.2
Cc1ccc(N(CN2CCCC2=O)C(=O)c2ccc(OC(C)C)cc2)cc1	-2	96	5	-21	-2	-5	99	-5	0.0
Cc1ccsc1C1Nc2ccccc2C(=O)N1O (centres undefined)	-1	104	8	-2	3	-4	102	2	-3.2
Cc1ccccc1OCC(=O)NCCCNC(=O)c1ccccn1	3	102	1	-16	-1	-6	102	-3	-0.1
Cc1ccc(CN2CCC(n3nccc3NC(=O)c3ccc4c(c3)OCO4)CC2)o1	6	108	21	2	1	-4	103	-2	-1.2
CC(C)(C)c1ccc(C(=O)NCCCNC(=O)c2cccnc2)cc1	3	97	6	-32	6	-8	99	-4	0.7
O=C(Nc1ccc(F)c([N+](=O)[O-])c1)c1ccc2c(c1)C(=O)OC2=O	-4	98	7	7	nt	nt	101	-9	nt
CCCc1ccc(OCC(=O)Nc2cc(S(=O)(=O)CC)ccc2O)cc1	-8	95	16	-33	6	-6	101	19	23
Cc1cnc(C(=O)OCC(=O)Nc2ccc(Cl)cc2)cn1	nt	nt	7	0	21	4	nt	1	-3.4

Sorted by heavy-atom count (ascending): eleven of the compounds above
SMILES	MEKK2mut PB1 HTS	MEKK2 WT-MEK5	UBC9 SUMO inh	FID counter	CRFR2-BP antag	GalR3 antagonist	MEKK3 PB1 HTS	NS3 helicase inh	CRFR2-BP ag
Cc1ccsc1C1Nc2ccccc2C(=O)N1O (centres undefined)	-1	104	8	-2	3	-4	102	2	-3.2
Cc1cc(Nc2ccc(F)cc2Cl)n2nc(C)nc2n1	-1	98	-2	-2	17	3	96	-3	-1.1
CN1CCN(C(=O)C2CC(c3ccc(F)cc3)=NO2)CC1 (centres undefined)	-2	98	-13	2	9	2	97	-2	0.6
CC1(C)Nc2ccccc2N(Cc2ccc([N+](=O)[O-])cc2)C1=O	-16	87	14	4	38	3	94	-6	-2.5
Cc1ccccc1OCC(=O)NCCCNC(=O)c1ccccn1	3	102	1	-16	-1	-6	102	-3	-0.1
O=C(CCC(=O)c1ccc(F)cc1)NCc1ccccc1C(F)(F)F	3	101	nt	-22	-20	-7	104	8	0.6
CCCc1ccc(OCC(=O)Nc2cc(S(=O)(=O)CC)ccc2O)cc1	-8	95	16	-33	6	-6	101	19	23
Cc1ccc(N(CN2CCCC2=O)C(=O)c2ccc(OC(C)C)cc2)cc1	-2	96	5	-21	-2	-5	99	-5	0.0
COc1ccc(CN(C)Cc2cc(=O)oc3cc(C)c(C(C)C)cc23)cc1OC	-3	100	-4	-32	2	-9	102	-4	0.8
Cc1ccc(CN2CCC(n3nccc3NC(=O)c3ccc4c(c3)OCO4)CC2)o1	6	108	21	2	1	-4	103	-2	-1.2
COc1ccc(C(C(=O)NC(C)(C)C)N(CCc2ccccc2)C(=O)CCC(=O)Nc2cc(C)on2)cc1 (centres undefined)	-2	102	-3	-46	-42	-5	101	-5	1.1
